# Assay outcomes: PubChem BioAssay, several laboratories
# IMP-1 inhibitor – IMP-1 metallo-beta-lactamase inhibitors, primary screen, biochemical, epi-absorbance readout, Pseudomonas aeruginosa enzyme. metallo-beta-lactamase IMP-1 (Pseudomonas aeruginosa). hit rate 0.45% among 290,000. inhibition, % at 5.6 µM. purified IMP-1, nitrocefin hydrolysis, epi-absorbance fluorescence;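 active means inhibition above the mean plus 3 SD of all compounds in the same screening run, cut at about 4.5% in these data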;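 further: 0% = IMP-1 with DMSO and 100% = DMSO wells lacking enzyme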
#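 Test system: recombinant IMP-1 enzyme, purified / Medium: HEPES buffer pH 7.1 with ZnSO4 and Brij 35 / Doses: single dose, 5.6 µM / Times: 25 °C, 15 min preincubation, 25 min reaction / Detection: Epi-absorbance via hydrolysed-nitrocefin quenching of white-plate fluorescence, 480/530 nm, EDTA stop / Evaluation: percent inhibition from optical density relative to buffer-blank wells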
# UBC9 SUMO inh – inhibitors of in vitro SUMOylation cascade, primary screen, biochemical, HTRF, uHTS; AID 2006, 2009; HTRF SUMOylation assay, SAE1/SAE2 + UBC9; hit rate 0.36% among 290,000; inhibition, % at 35 µM; in the data active means inhibition above about 50%, passing the limit was not always enough; further: strong numbers were not always called active
# HCV NS3 hel inh – inhibitors of HCV NS3 helicase, primary screen, biochemical, Cy5 molecular beacon fluorescence; NS3 helicase DNA unwinding; inhibition, % at 10.9 µM; hit rate 0.56% among 290,000;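 active means inhibition above the mean of all tested compounds plus 3 SD, set per campaign, cut at about 35% in these data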;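 further: 0% = DMSO wells and 100% = thioflavine S control wells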
#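 Measured by: Cy5 fluorescence, 0 and 60 min reads / Assay system: NS3 helicase fragment of HCV / Control set: low DMSO, high thioflavine S at 110 µM / Times: 1 h reaction at 25 °C, ATP-initiated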
# IDE inh – human IDE inhibitors in live cells, primary screen, fluorescence polarization, HEK cells, FAbetaB substrate; Insulin-degrading enzyme (Homo sapiens), P14735; FAbetaB cleavage; inhibition, % at 5.59 µM; hit rate 0.41% among 320,000; AID 434962, 2010;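 active means percent inhibition above the average of all tested compounds plus 3 SD, set per screening campaign, cut at about 16% in these data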;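 further: IDE supplied by intact live HEK cells; FP after avidin binding of uncleaved biotin substrate so inhibition keeps polarization high; 0% = DMSO wells and 100% = 60 µM reference IDE inhibitor Ii1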
# CRFBP-R2 block – antagonists of CRF-BP/CRF-R2 complex, primary screen, cell-based, HEK293, calcium dye fluorescence, uHTS; inhibition, % at 11.8 µM; AID 588475, 2011; hit rate 0.59% among 350,000; CRF-induced calcium fluorescence;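 active means inhibition of the ligand-induced calcium signal above about 50% at the single tested concentration, limit read from the data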
# IDE act – human IDE activators in live cells, primary screen, fluorescence polarization, HEK cells, FAbeta-B substrate; Insulin-degrading enzyme (Homo sapiens), P14735; FAbeta-B cleavage; 0% vehicle, 100% cell-free pure enzyme wells; activation, % at 5.96 µM; hit rate 0.073% among 340,000;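 active means activation above the mean of all tested compounds plus 3 SD, set per screening campaign, cut at about 17% in these data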
# VIM-2 inh – VIM-2 metallo-beta-lactamase inhibitors, primary screen, biochemical, epi-absorbance readout, Pseudomonas aeruginosa enzyme. purified VIM-2, nitrocefin hydrolysis, epi-absorbance fluorescence. inhibition, % at 5.6 µM. hit rate 0.89% among 290,000. AID 1527, 2009;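 active means inhibition above the mean of all tested compounds plus 3 SD, cutoff set per screening run, cut at about 7.5% in these data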;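 further: red hydrolysis product quenches plate fluorescence so inhibitors raise well fluorescence; 0% = enzyme with DMSO and 100% = DMSO without enzyme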
# GalR3 antag – GalR3 antagonists in HEK293 cells, primary screen, cell-based, fluorescence readout; AID 651719, 2012; inhibition, % at 3 µM; Galanin receptor type 3 (Homo sapiens), O60755; hit rate 0.44% among 360,000; HEK293 GalR3-CNG cAMP membrane potential fluorescence; galR3 body fused to GalR1 C-terminus;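 active means inhibition above the screen-wide average plus 3 SD, cut at about 13% in these data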;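 further: forskolin and galanin both at EC90 stimulate the cells; cAMP rise reported by CNG channel membrane potential dye signal; 0% = forskolin plus galanin with DMSO and 100% = forskolin alone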
# p-CIP stab down – p/CIP-EGFP fusion destabilizers, primary screen, fluorescence, F442A cells | Q05BA5 | 16 h | decrease of EGFP signal, % at 10 µM | hit rate 0.01% among 290,000 | AID 1984, 2009;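 active means EGFP signal decrease of at least 30% at 10 µM or well 3 SD below plate mean, unless failing retest; inactive means the rest, including hits failing retest or dose response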; further: some compounds called inactive have numbers as strong as hits; many of its hits are not listed in these tables
# Target sequence (Q05BA5 1-1403): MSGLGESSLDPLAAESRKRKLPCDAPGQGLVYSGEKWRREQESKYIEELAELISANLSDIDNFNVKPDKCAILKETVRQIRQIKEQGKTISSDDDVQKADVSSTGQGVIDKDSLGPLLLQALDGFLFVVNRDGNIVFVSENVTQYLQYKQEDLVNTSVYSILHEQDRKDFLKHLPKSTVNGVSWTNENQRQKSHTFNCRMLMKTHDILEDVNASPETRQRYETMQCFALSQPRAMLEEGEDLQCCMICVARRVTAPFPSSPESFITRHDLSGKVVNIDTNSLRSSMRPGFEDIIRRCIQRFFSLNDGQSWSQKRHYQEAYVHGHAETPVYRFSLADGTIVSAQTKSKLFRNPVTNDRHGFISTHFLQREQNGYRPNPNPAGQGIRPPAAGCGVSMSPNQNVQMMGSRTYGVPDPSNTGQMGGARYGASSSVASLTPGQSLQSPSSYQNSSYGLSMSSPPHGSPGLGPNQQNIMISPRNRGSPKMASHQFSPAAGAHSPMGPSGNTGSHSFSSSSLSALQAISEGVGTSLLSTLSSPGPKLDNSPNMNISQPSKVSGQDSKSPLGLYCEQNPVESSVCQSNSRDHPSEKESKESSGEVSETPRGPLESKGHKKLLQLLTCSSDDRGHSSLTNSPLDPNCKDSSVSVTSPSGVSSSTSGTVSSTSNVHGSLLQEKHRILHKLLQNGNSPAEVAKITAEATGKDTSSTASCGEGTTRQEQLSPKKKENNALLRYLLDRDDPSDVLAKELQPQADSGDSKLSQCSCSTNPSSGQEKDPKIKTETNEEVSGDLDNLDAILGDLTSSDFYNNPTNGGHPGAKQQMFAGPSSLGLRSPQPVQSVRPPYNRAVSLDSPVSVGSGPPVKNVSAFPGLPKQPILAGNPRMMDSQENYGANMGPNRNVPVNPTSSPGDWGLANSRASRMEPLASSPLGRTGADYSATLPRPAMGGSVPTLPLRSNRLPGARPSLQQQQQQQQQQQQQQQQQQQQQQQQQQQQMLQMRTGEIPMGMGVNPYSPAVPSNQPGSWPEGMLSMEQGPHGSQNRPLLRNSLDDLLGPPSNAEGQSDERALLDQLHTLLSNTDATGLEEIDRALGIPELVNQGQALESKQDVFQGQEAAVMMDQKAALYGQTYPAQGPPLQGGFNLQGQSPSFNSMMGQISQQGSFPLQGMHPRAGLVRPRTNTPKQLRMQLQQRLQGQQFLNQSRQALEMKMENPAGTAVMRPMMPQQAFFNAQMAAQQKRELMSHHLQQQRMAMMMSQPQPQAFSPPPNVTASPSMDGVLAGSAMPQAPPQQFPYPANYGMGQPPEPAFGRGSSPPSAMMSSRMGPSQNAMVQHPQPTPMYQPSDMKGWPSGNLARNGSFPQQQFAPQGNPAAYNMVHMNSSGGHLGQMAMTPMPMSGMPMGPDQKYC
# Numbers without * were called inactive; / = no result given.
# Start of the data: the first five compounds, ahead of the listing:
cpd	smiles	IMP-1 inhibitor	UBC9 SUMO inh	HCV NS3 hel inh	IDE inh	CRFBP-R2 block
1	COC(=O)C1=C(C)N=c2s/c(=C3\C(=O)Nc4ccccc43)c(=O)n2C1c1ccccc1 (centres undefined)	-3.2	1	2	/	/
2	CCn1cc(C(=O)N[C@@H](CCSC)C(=O)NCCCO)c(=O)c2cc3c(cc21)OCO3	-2.3	6	2	3	-8
3	Cc1nc2sccn2c(=O)c1S(=O)(=O)NCC(C)c1ccccc1 (centres undefined)	-5.3	5	16	4	-8
4	CCCCNC(=O)C1CCCN(S(=O)(=O)c2c(C)noc2/C=C/c2cccs2)C1 (centres undefined)	-0.2	30	-3	2	-2
5	Cn1nc(-c2ccc(Cl)cc2)c2cc(C(=O)NCCN3CCOCC3)sc21	-3.8	22	-7	3	-7

cpd	IDE act	VIM-2 inh	GalR3 antag	p-CIP stab down
1	/	-2.0	/	-15
2	4	1.2	-10	-10
3	2	-2.0	/	0
4	7	-1.6	-1	-9
5	1	-3.5	-1	0

# Results, from the start:
cpd	smiles	IMP-1 inhibitor	UBC9 SUMO inh	HCV NS3 hel inh	IDE inh	CRFBP-R2 block
1	COC(=O)C1=C(C)N=c2s/c(=C3\C(=O)Nc4ccccc43)c(=O)n2C1c1ccccc1 (centres undefined)	-3.2	1	2	/	/
2	CCn1cc(C(=O)N[C@@H](CCSC)C(=O)NCCCO)c(=O)c2cc3c(cc21)OCO3	-2.3	6	2	3	-8
3	Cc1nc2sccn2c(=O)c1S(=O)(=O)NCC(C)c1ccccc1 (centres undefined)	-5.3	5	16	4	-8
4	CCCCNC(=O)C1CCCN(S(=O)(=O)c2c(C)noc2/C=C/c2cccs2)C1 (centres undefined)	-0.2	30	-3	2	-2
5	Cn1nc(-c2ccc(Cl)cc2)c2cc(C(=O)NCCN3CCOCC3)sc21	-3.8	22	-7	3	-7
6	CC1Sc2ccc(S(=O)(=O)CCC(=O)NC(C)c3ccccc3)cc2NC1=O (centres undefined)	-2.6	8	-2	0	-2
7	O=C1CCCc2c1nc(-c1cccc(Cl)c1)n2O	-0.2	31	15	7	8
8	COc1ccccc1CNC(=O)c1ccc(Br)o1	-3.3	14	-6	-5	9
9	COc1cccc(N2CCN(C(=O)CN3C(=O)NC(C)(c4ccc5ccccc5c4)C3=O)CC2)c1 (centres undefined)	/	/	/	2	-9
10	Cc1nc2scc(C)n2c(=O)c1S(=O)(=O)N1CCN(c2cccc(C(F)(F)F)c2)CC1	-1.4	-20	-5	2	7
11	CCN1C(=O)c2cccc3c(S(=O)(=O)Nc4ccccn4)ccc1c23	-3.4	6	10	2	-24
12	CC(OC(=O)Cn1[nH]c(=O)c2ccccc2c1=O)C(=O)Nc1ccccc1[N+](=O)[O-] (centres undefined)	/	/	/	5	-7
13	CC[C@@]12C(=O)N(c3cccc(Br)c3)C(=O)N1[C@H](c1ccc(F)cc1)[C@@H]1C(=O)N(C3CCCCC3)C(=O)[C@@H]12	/	/	/	3	-20
14	COc1ccc(C(=O)/C=C/c2ccc(O)cc2)c2c1CC(O)C(C)(C)O2 (centres undefined)	/	/	/	6	-13
15	Cc1ccc(NC(=O)CSc2nc3c(c(=O)n(C)c(=O)n3C)n2C)cc1	-1.8	-4	22	6	4

cpd	IDE act	VIM-2 inh	GalR3 antag	p-CIP stab down
1	/	-2.0	/	-15
2	4	1.2	-10	-10
3	2	-2.0	/	0
4	7	-1.6	-1	-9
5	1	-3.5	-1	0
6	-1	-2.8	-8	-9
7	3	2.7	-1	-7
8	1	-1.5	-7	-9
9	-2	/	-3	/
10	-5	-2.6	-5	10
11	3	-0.3	1	4
12	0	/	4	/
13	-3	/	-3	/
14	-10	/	-3	/
15	0	-2.2	-2	-7

# Record cards, from the list above:
# O=C1CCCc2c1nc(-c1cccc(Cl)c1)n2O in the list: IMP-1 inhibitor: -0.2; UBC9 SUMO inh: 31; HCV NS3 hel inh: 15; IDE inh: 7; CRFBP-R2 block: 8; IDE act: 3; VIM-2 inh: 2.7; GalR3 antag: -1; p-CIP stab down: -7
# Cc1ccc(NC(=O)CSc2nc3c(c(=O)n(C)c(=O)n3C)n2C)cc1 in the list: IMP-1 inhibitor: -1.8; UBC9 SUMO inh: -4; HCV NS3 hel inh: 22; IDE inh: 6; CRFBP-R2 block: 4; IDE act: 0; VIM-2 inh: -2.2; GalR3 antag: -2; p-CIP stab down: -7

# More results.
cpd	smiles	IMP-1 inhibitor	UBC9 SUMO inh	HCV NS3 hel inh	IDE inh	CRFBP-R2 block
16	COC(=O)CCC(=O)NC(=S)Nc1ccc(S(=O)(=O)Nc2cc(C)on2)cc1	-2.0	-4	0	/	1
17	Cc1ccc(Nc2ncnc3nc[nH]c23)cc1Cl	0.2	17	-2	0	-10
18	O=C(Nc1cccnc1N1CCOCC1)c1ccco1	-4.8	6	-3	1	-13
19	COc1ccc(N(C)S(=O)(=O)c2cccc(C(=O)Nc3nc(C)cs3)c2)cc1	/	/	/	-3	-1
20	Cc1cccc(NC(=O)CSc2nnnn2-c2cccnc2)c1	-1.2	-16	3	-4	2
21	COc1ccc(-c2noc(CNC(=O)Nc3ccc(F)cc3)n2)cc1	0.6	-12	0	-3	13
22	Cc1ccc(CNC(=O)c2ccc(C)c(S(=O)(=O)N3CCCCC3)c2)cc1	/	/	/	-2	3
23	O=C(CNc1cccc(C(F)(F)F)c1)N/N=C/C1CCCCC1	-4.6	10	1	8	-57
24	COc1ccc(C(=O)Nc2ccnn2C2CCN(Cc3ccn[nH]3)CC2)cc1	-1.7	7	5	10	5
25	COc1ccc(CCN(C)C(=O)c2c(C)nn(CC(C)C)c2Cl)cc1OC	-4.5	5	3	-2	2
26	Cn1c(=O)[nH]c(=O)c2c1nc(N1CCOCC1)n2CCSc1nnnn1-c1ccccc1	-2.7	36	-6	-1	1
27	Cc1oc(=O)c(NC(=O)c2ccccc2)cc1C(=O)c1ccccc1	-1.4	3	0	14	-13
28	CCOc1cc(/C=N/n2cnnc2)cc(Br)c1O	-3.9	17	11	9	17
29	COc1cccc(N2CCN(C(=O)CN3C(=O)NC4(CCCC4)C3=O)CC2)c1	0.1	14	12	-3	-2
30	C#CC1CCCCC1NC(=O)Nc1cnccc1C(F)(F)F (centres undefined)	-0.8	13	-3	-4	6

cpd	IDE act	VIM-2 inh	GalR3 antag	p-CIP stab down
16	8	0.6	-5	3
17	6	-1.8	-1	-4
18	4	-2.2	-3	10
19	1	/	-9	/
20	5	-5.9	4	-20
21	2	1.7	-6	7
22	1	/	-6	/
23	4	-0.6	-2	-14
24	2	-3.2	1	-9
25	4	-2.2	-2	-7
26	0	-4.0	-5	-10
27	-5	-0.3	-2	-12
28	2	2.3	0	-8
29	0	1.5	0	0
30	-2	-1.7	4	-5

# Later entries.
cpd	smiles	IMP-1 inhibitor	UBC9 SUMO inh	HCV NS3 hel inh	IDE inh	CRFBP-R2 block
31	O=c1ccccn1Cc1ccccc1F	-0.4	3	-9	1	32
32	O=C(Nc1ccccc1)C1=C[C@H](c2ccc3c(c2)OCO3)C[C@H](OCCCCO)O1	-1.9	-18	4	0	1
33	COc1ccc2c(CC(=O)Nc3c(C)n(C)n(-c4ccccc4)c3=O)coc2c1	-4.9	-6	2	-1	3
34	O=C(NCc1ccccc1Cl)C1CCC(=O)N(C2CCCC2)C1 (centres undefined)	-1.8	-1	-8	1	-2
35	COC(=O)CNC(=O)c1nn(-c2cccc(OC)c2)c(=O)c2ccccc12	0.3	12	-7	-3	0
36	CCn1ccc(=O)c2cc3c(cc21)OCO3	/	/	/	-3	-1
37	COc1ccc2oc(C(=O)OC(C)C(=O)NC3(C#N)CCCCC3)c(C)c2c1 (centres undefined)	/	/	/	-3	12
38	CCNCc1ccc(OCc2ccccc2F)c(OC)c1	-4.3	-19	-6	4	-10
39	CC1(C)CC(=O)c2cc(OCC(=O)NCc3cccnc3)ccc2O1	-2.9	27	6	1	14
40	Cc1cccc2nc(CSc3nc4ccccc4[nH]3)cn12	-2.5	12	-3	2	8
41	CC(C)(C)c1ccc(-c2cc(C(=O)NNC(=O)Nc3ccccc3)c3ccccc3n2)cc1	-3.7	-27	-3	4	-10
42	CCc1cccc(NC(=O)Cc2cn(C)c3ccccc23)c1	-0.1	14	11	6	25
43	CCn1cnc2c1c(=O)n(CC(=O)NN)c(=O)n2Cc1ccccc1	-0.8	10	1	-9	-1
44	CC(=O)NC(Nc1c(C)n(C)n(-c2ccccc2)c1=O)C(Cl)(Cl)Cl (centres undefined)	-2.4	14	15	3	0
45	COC(=O)Cc1sc(-c2ccccn2)nc1-c1ccccc1	-3.7	7	2	0	5
46	CC1=Nc2ccccc2/C1=C/c1sc(=N)n(-c2nccs2)c1O	-4.4	-76	-6	14	-27
47	Cc1ccccc1NC(=O)COC(=O)C1=COCCO1	/	/	/	0	11
48	C=CCNC(=S)NN=C1CCC(c2ccccc2)CC1 (centres undefined)	-4.2	-1	-2	-3	4

cpd	IDE act	VIM-2 inh	GalR3 antag	p-CIP stab down
31	4	-0.4	-3	1
32	-1	-1.9	-6	-12
33	4	-3.4	-5	-7
34	1	-4.1	0	-5
35	-5	-0.1	-6	-4
36	-1	/	-1	/
37	5	/	-1	/
38	0	-1.8	-5	3
39	-5	-0.8	-5	-3
40	0	0.5	-5	-10
41	2	-3.3	-5	4
42	3	1.2	-4	-1
43	6	-0.5	-8	-4
44	0	-1.4	-6	3
45	-1	-3.4	-5	-3
46	-7	-0.5	/	-101
47	-1	/	-3	/
48	6	-1.4	1	-11

# Reprinted at random: two entries already listed, in no set order.
cpd	smiles	IMP-1 inhibitor	UBC9 SUMO inh	HCV NS3 hel inh	IDE inh	CRFBP-R2 block
34	O=C(NCc1ccccc1Cl)C1CCC(=O)N(C2CCCC2)C1 (centres undefined)	-1.8	-1	-8	1	-2
47	Cc1ccccc1NC(=O)COC(=O)C1=COCCO1	/	/	/	0	11

cpd	IDE act	VIM-2 inh	GalR3 antag	p-CIP stab down
34	1	-4.1	0	-5
47	-1	/	-3	/
